# Mdm2-MdmX inh – disrupts the human Mdm2-MdmX interaction. actives 3% (n = 330,000). O15151+Q00987. inhibition, % at 8 µM. SaOS-2 split-luciferase Mdm2/MdmX complementation, luminescence;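 active means inhibition of at least 50% at 8 µM in the primary screen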
# Target sequence (O15151 whole entry, looked up): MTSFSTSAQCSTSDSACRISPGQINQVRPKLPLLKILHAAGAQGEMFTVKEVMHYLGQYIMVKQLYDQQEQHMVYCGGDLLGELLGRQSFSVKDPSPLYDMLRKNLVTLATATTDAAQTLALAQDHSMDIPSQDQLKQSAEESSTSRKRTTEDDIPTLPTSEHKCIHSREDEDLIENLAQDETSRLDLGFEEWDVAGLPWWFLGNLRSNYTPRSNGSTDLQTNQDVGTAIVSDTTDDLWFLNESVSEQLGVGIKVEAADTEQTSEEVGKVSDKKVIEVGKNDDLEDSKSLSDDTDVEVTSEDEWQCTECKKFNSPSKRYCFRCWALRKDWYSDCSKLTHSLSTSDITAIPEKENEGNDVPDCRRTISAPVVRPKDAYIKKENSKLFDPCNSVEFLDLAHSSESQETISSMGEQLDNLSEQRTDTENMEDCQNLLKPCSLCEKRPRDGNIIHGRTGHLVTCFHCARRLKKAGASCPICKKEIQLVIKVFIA
# Target sequence (Q00987 whole entry, looked up): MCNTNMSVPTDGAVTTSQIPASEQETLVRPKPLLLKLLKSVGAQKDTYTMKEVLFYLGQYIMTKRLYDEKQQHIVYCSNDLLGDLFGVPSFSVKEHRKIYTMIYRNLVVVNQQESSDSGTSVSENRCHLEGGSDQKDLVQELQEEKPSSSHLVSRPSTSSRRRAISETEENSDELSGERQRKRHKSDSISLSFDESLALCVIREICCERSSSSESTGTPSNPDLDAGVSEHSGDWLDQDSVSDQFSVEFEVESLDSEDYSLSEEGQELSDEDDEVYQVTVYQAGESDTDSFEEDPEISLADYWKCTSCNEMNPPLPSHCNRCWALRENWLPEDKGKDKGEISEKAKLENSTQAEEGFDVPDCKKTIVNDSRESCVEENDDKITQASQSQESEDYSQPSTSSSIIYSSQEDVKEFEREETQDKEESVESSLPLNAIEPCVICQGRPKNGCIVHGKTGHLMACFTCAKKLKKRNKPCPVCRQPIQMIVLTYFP
# CHOP UPR activ – activators of apoptotic arm of unfolded protein response (CHOP). activation, % at 10 µM. AID 449763. actives 0.34% (n = 330,000). CHO-CHOP luciferase reporter, UPR activation, luminescence; percent of tunicamycin response over DMSO baseline;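 active means at 10 µM dose, activation of 40% or more, normalized to positive control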;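 further: 100% = tunicamycin at 10 µg/mL and 0% = DMSO alone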
#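 Material: CHO-CHOP cells, stable luciferase reporter of PERK-eIF2a-CHOP signalling; quantity: 500 reporter cells seeded per well; buffer or medium: F12 medium containing 10% fetal bovine serum; compound: one dose, 10 µM in 0.5% DMSO; incubation: 6 h compound treatment, 37 °C; measured by: Steady-Glo luciferase luminescence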
# XBP1 UPR activ – adaptive UPR (XBP1) activation. CHO-XBP1 luciferase reporter, IRE1-XBP1 UPR activation, luminescence; percent of tunicamycin response, DMSO as zero. activation, % at 20 µM. actives 0.33% (n = 330,000);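 active means versus positive control, 20 µM dose yields 30% or more activation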;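 further: 100% = tunicamycin at 10 µg/mL and 0% = DMSO only wells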
#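 Material: CHO-XBP1 cells stably carrying IRE1-XBP1-driven luciferase reporter | Medium: F12 with 10% serum | Compound dosing: 20 µM single concentration, DMSO 1% | Incubation: Overnight seeding at 37 °C, 6 h compound treatment at 37 °C | Detection: Steady-Glo luminescence read | Read-out basis: % activation of reporter signal versus tunicamycin and DMSO controls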
# CXCR6 inh – inhibitors of human CXCR6 receptor. O00574. actives 0.36% (n = 360,000). inhibition, % at 20 µM. CHO-K1 PathHunter CXCR6 beta-arrestin, luminescence. AID 602244; in the data active means inhibition above about 34%, passing the limit was not always enough;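 further: antagonist mode with CXCL16 agonist at 10 nM final; 0% = 10 nM CXCL16 with DMSO and 100% = unstimulated wells without agonist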
# CCR6 antagonist – antagonists of human CCR6 receptor; P51684; CHO-K1 CCR6 PathHunter beta-arrestin, luminescence, CCL20-stimulated; inhibition, % at 20 µM; actives 0.49% (n = 340,000); AID 493098;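 active means compounds whose inhibition of the agonist-driven luminescence signal at 20 µM reaches about 50%, limit read from the data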;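 further: cells stimulated with CCL20 at 14 nM final; plate controls were DMSO with CCL20 for no effect and DMSO without agonist for full effect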
# EBI2 antag – blocks human EBI2 receptor beta-arrestin signaling; P32249; EBI2 beta-arrestin recruitment, luminescence, 7a,25-OHC stimulated; inhibition, % at 5 µM; actives 0.81% (n = 360,000); in the data active means inhibition above about 38%;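 further: enzyme fragment complementation signal reports receptor beta-arrestin coupling in cells; 0% = agonist plus DMSO wells and 100% = wells without agonist; some results beyond the cut were filed as inactive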
# Jurkat NFkB inh – lowers PMA/ionomycin-induced NF-kB signal in Jurkat cells. PMA/ionomycin-induced NF-kB luciferase reporter, luminescence. inhibition, % at 4 µM. actives 0.53% (n = 330,000); in the data active means inhibition above about 50%
# 697 NFkB inh – inhibitors of the PMA/ionomycin-induced NF-kB reporter in 697 B cells; AID 435022; inhibition, % at 4 µM; 697 B-cell NF-kB luciferase reporter, 16 h; actives 0.33% (n = 330,000); in the data active means inhibition above about 35%
# Gli-Sufu antag – blocks Gli-Sufu signaling in a luciferase reporter; Sufu-KO-LIGHT fibroblasts, Gli luciferase reporter luminescence; inhibition, % at 5 µM; actives 0.74% (n = 340,000);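 active means inhibition above about 55%, limit read from the data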;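 further: 0% = DMSO-treated cells and 100% = wells with medium but no cells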
# An asterisk follows results filed as active; nt = no result given; & = joins results of further samples.
SMILES,Mdm2-MdmX inh,CHOP UPR activ,XBP1 UPR activ,CXCR6 inh,CCR6 antagonist,EBI2 antag,Jurkat NFkB inh,697 NFkB inh,Gli-Sufu antag
Cc1ccc(-c2cnc3n2CCCCC3)cc1,4,-1.6,-2,3,21,-1,-9,-13,3
CCCCn1c(N)c(N(Cc2ccccc2OC)C(=O)CC2OC(=O)c3ccccc32)c(=O)[nH]c1=O (configuration not stated),-1,-0.4,3,-1,-1,-3,11,16,-2
C/C(=C\C(=O)Nc1cscc1C)C(=O)O,-7,0.8,-2,-2,13,-5,-1,9,7
COc1ccc(C(C(=O)NC(C)(C)C)N(CC2CCCO2)C(=O)CCC(=O)Nc2cc(C)on2)cc1 (configuration not stated),-2,1.1,-2,3,9,-3,-4,-5,9
CCOc1ccc(S(=O)(=O)NCCC(=O)N2CC=C(c3ccccc3)CC2)cc1,-4,-1.3,-4,-3,9,1,18,10,12
O=C(CCc1nc2ccccc2c(=O)[nH]1)N1CCCc2ccccc21,15,2.3,-4,6,-2,4,-41,-14,-2
Cc1ccc(S(=O)(=O)N2CCC[C@H]2C(=O)OCC(=O)c2ccc3c(c2)NC(=O)CO3)cc1,-10,0.9,1,-16,-3,-10,5,11,6
CC1=C(C(=O)Nc2ccc(C)cc2C)C(c2cccs2)NC(=S)N1 (configuration not stated),-19,2.0,-1,19,-5,-9,0,18,-1
COc1ccc(C(=O)N2CCCC(c3nc(-c4cccs4)no3)C2)cc1 (configuration not stated),-6,-1.3,3,10,-2,13,2,0,2
CCOc1ccccc1NC(=O)CSc1nnc(Cc2ccc(OC)cc2)c(=O)n1N,0,1.5,1,3,7,-7,20,-36,-5
O=C(NC1CCCc2ccccc21)C1CCC(CNS(=O)(=O)c2cccc3nsnc23)CC1 (configuration not stated),14,-1.2,-1,-2,-4,7,-7,3,-1
CCCCn1c(SCC(=O)Nc2cc(C)on2)nc2c1c(=O)n(C)c(=O)n2C,-8,-1.6,-2,7,5,0,-4,2,5
O=C(Cn1ccc(NC(=O)OCc2ccccc2)nc1=O)NCCCn1ccnc1,6,-0.6,0,-3,4,-2,-2,19,-5
O=C(O)c1cccc(NC(=O)c2cn(-c3ccccc3)nc2-c2cccc(Br)c2)c1,5,0.4,-4,3,2,3,10,0,-4
COc1cccc(NC(=O)c2cc(-c3cccnc3)nc3c(Cl)cccc23)c1,25,2.8,-2,-7,5,11,11,-7,4
CC(C)(Cc1cccc(CC(C)(C)C(=O)O)c1)C(=O)O,6,-0.9,-4,-2,3,3,0,4,-17
CCCc1nn2c(=O)cc(COc3cccc(NC(=O)c4ccco4)c3)nc2s1,16,-0.2,-3,-2,9,10,-3,0,-10
COc1cnc(-c2ccccc2)nc1Oc1cccc(C)c1C,8,-2.0,-2,11,34,11,18,-8,3
CC(=O)N1CCOc2ccc(S(=O)(=O)N3CCC(C(=O)Nc4ccc(C)c(C)c4)CC3)cc21,38,0.9,-3,3,8,6,19,4,-5
Cc1cccc(C(CC(=O)NCCc2ccccc2)c2ccccc2)c1O (configuration not stated),11,-2.1,3,-4,29,38,-3,-2,11
COC(=O)c1c(NC(C)=O)sc2c1CCCC2,21,0.2,2,-2,-9,8,-2,2,-2
COc1ccc2c(COC(=O)[C@H](C)NS(=O)(=O)c3ccccc3F)cc(=O)oc2c1,-11,-0.1,-1,-5,1,-5,-11,8,-6
Cc1c(-c2cccc(NC(=O)c3cccs3)c2)nc2ncccn12,-18,3.4,3,1,1,-2,-9,-14,3
CC(C)c1nc(CNC(=O)C2CCC(=O)N(CCc3cccc(F)c3)C2)cs1 (configuration not stated),16,1.5,-6,-4,9,-3,-4,20,5
Cc1ccc(C(=O)NCCNC(=O)COc2ccc(Cl)cc2)cn1,-8,0.6,0,2,9,-9,4,16,29
# Going on with the list:
SMILES,Mdm2-MdmX inh,CHOP UPR activ,XBP1 UPR activ,CXCR6 inh,CCR6 antagonist,EBI2 antag,Jurkat NFkB inh,697 NFkB inh,Gli-Sufu antag
Cc1[nH]c2ccccc2c1C(=O)CCl,nt,nt,nt,-8,9,4,nt,nt,-1
CC(C)OC(=O)CC12CN3CN(C1)CC(CC(=O)OC(C)C)(C3)C2=O,12,2.9,-1,-6,4,-4,8,18,0
CCN(CC)C(=O)Cn1cnc2sc(C(=O)NCCCN3CCOCC3)c(C)c2c1=O,4,-1.6,-2,1,8,0,4,25,-4
Cc1ccc(S(=O)(=O)N2CCOCC2)cc1NC(=O)Cn1nc(C)c([N+](=O)[O-])c1C,5,0.2,-1,4,9,9,-14,-6,-8
CCCOc1ccc(C(=O)N/N=C/c2c[nH]c3ccc(Br)cc23)cc1,46,0.8,-4,-10,-18,1,-46,16,25
COC(=O)c1ccc(CSc2nnc(NC(C)C)s2)cc1,-12,1.9,2,-7,-7,-4,-8,-17,2
C[C@@H](C(=O)Nc1ccc2c(c1)OCCO2)n1c(=O)[nH]c2ccccc2c1=O,62*,-6.2,-9,-5,3,-2,16,-48,46
O=C(CCN1C(=O)/C(=C/c2ccccc2Cl)SC1=S)N1CCOCC1,45,6.2,-6,-8,-1,-5,11,8,-13
COC(=O)c1cc(Nc2cc(C)nc3ncnn23)cc(C(=O)OC)c1,-17,0.5,1,-2,1,-7,-16,-24,-2
Cc1ccc(C)c(NS(=O)(=O)c2ccc(OCC(=O)NCc3ccco3)cc2)c1,-10,1.7,-2,-5,17,10,-8,-4,-5
Cc1cc(C(F)(F)F)n(-c2nc(C(=O)NNS(=O)(=O)c3ccccc3)cs2)n1,-11,-0.6,-1,-2,-8,-2,2,-1,-5
CCn1nc2cc(C(=O)NCC34CC5CC(CC(C5)C3)C4)ccc2c1OC,9,1.1,3,-1,1,-10,-13,-7,-4
O=C(CSc1ccc(-c2ccncc2)nn1)c1ccccc1,26,0.6,-1,-11,15,1,3,9,6
O=C(O)Cn1cnc2c(OCc3ccccc3)ncnc21,19,2.3,-1,-9,-14,-10,-5,-7,18
NC(=S)Nc1ccccc1Br,-10,0.9,-1,2,1,3,-6,-1,-6
NS(=O)(=O)c1ccc(NS(=O)(=O)c2ccc(C3CNC(=O)C3)cc2)cc1 (configuration not stated),12,0.3,-3,2,9,-3,2,5,-1
CCOC(=O)c1ccccc1NC(=S)N1CCC(C(N)=O)CC1,16,-0.1,-1,13,-4,5,-5,-4,-1
O=C(NCCN1CCOCC1)c1cccc(S(=O)(=O)Nc2cc(Cl)ccc2Cl)c1,8,-1.6,-2,2,2,5,-3,8,3
Cc1nc2oc(C(=O)c3ccc(Br)cc3)c(N)c2c2c1COC(C)(C)C2,37,0.8,5,6,21,12,6,6,7
Cc1c(C(=O)O)sc(S(=O)(=O)N2CCN(C(=O)Cc3ccc(Cl)cc3)CC2)c1C(=O)O,nt,nt,nt,2,1,-10,nt,nt,-4
CC1CC(C)CN(C(=O)CN2C(=O)NC(C)(C)C2=O)C1 (configuration not stated),0,0.8,-2,-12,-1,-6,9,0,-4
Cc1cccc2sc(NC(=O)CCNS(=O)(=O)c3cccc4nonc34)nc12,-21,0.6,2,6,-16,1,-9,-25,-8
Cc1ccc(Cl)cc1N1CCN(S(=O)(=O)c2ccc(-c3ccc(=O)[nH]n3)o2)CC1,18,-0.6,7,2,-15,10,6,-24,8
CS(=O)(=O)N1CCN(C(=O)NC2CCCCC2)CC1,-16,-0.8,-2,9,-2,-5,1,17,-34
CC(C=NNC(=O)C(=O)NN=CC(C)=Cc1ccccc1)=Cc1ccccc1,nt,nt,nt,-14,-5,-25,nt,nt,-9
# More entries
SMILES,Mdm2-MdmX inh,CHOP UPR activ,XBP1 UPR activ,CXCR6 inh,CCR6 antagonist,EBI2 antag,Jurkat NFkB inh,697 NFkB inh,Gli-Sufu antag
Cc1cccc(Nc2nc(N3CCCC3)nc(N3CCCC3)n2)c1,40,0.6,2,-8,-7,42*,11,-6,3
O=C(Nc1ccc(Cl)cc1)NC1CCCc2ccccc21 (configuration not stated),46,0.8,5,-23,-1,0,29,-66,-2
Cc1nc(CC(=O)c2ccc(O)cc2O)cs1,-14,-0.2,1,5,7,2,-5,-21,-1
Cc1ccsc1/C=C(\C#N)C(=O)NC1CCS(=O)(=O)C1 (configuration not stated),5,-0.6,8,3,3,5,-2,20,-4
O=C(NCc1ccncc1)Nc1ccccc1,5,1.9,-2,0,4,3,3,16,-7
Cc1ncc(C[n+]2csc(CCO)c2C)c(N)n1,6&9,37&1.3,-8&-8,3&6,1&-3,4&0,2&2,-2&20,2&6
COc1ccc(OC)c(NC(=O)C2CCCNC2=O)c1 (configuration not stated),-16,1.3,-1,4,4,-10,-11,11,0
CCCCNc1c(-c2ccc(OC)c(SC3CCCCC3)c2)nc2ccc(C)cn12,98*,-8.8,-10,23&29,25,-22&-70,0,-8,46
Cc1cc(=O)[nH]c(Nc2ccc(Cl)cc2)n1,4,3.1,-3,2,-7,3,1,-3,-8
COc1ccccc1CCNC(=O)c1ccoc1C,3,-1.0,2,-5,-1,-7,4,22,1
Cc1ccccc1SCC(=O)N/N=C/c1ccc(F)cc1,-11,-0.9,-5,-6,10,9,14,-1,7
CCc1ccccc1NC(=S)NCC1CCN(c2ccc(OC)cc2)C1 (configuration not stated),14,-1.9,-1,10,15,-8,0,7,9
C=CCn1c(SC2CCOC2=O)nc2sc(C)c(C)c2c1=O (configuration not stated),0,1.1,3,0,3,3,-11,-6,3
Cc1ccc(CCNC(=O)C2CCC(=O)N2C(C)C)cc1 (configuration not stated),-8,2.3,1,-11,-3,-6,-10,-6,-19
CC(C)(C)S(=O)(=O)c1cnc(N2CCOCC2)nc1N,4,-0.4,4,0,-4,-1,9,-5,-7
CCc1cc(=O)oc2cc(OCC(=O)NC3CC(C)(C)NC(C)(C)C3)ccc12,32,-0.3,-1,-4,-2,4,3,7,-8
CCOC(=O)C1=C(N)n2c(s/c(=C\c3cccs3)c2=O)=C(C(=O)OCC)C1c1cccs1 (configuration not stated),62*,1.5,7,0,26,-5,8,-28,7
CCCCC(=O)Nc1ccccc1Oc1ccccc1,-20,-0.6,-1,4,19,-8,7,-16,-2
O=C1/C(=C\c2ccc(Cl)cc2)CCC1CNc1ccc(Cl)cc1 (configuration not stated),nt,nt,nt,3,17,47*,nt,nt,4
Cc1cc(=O)n(C)c(=O)n1CCCCOc1cccc([N+](=O)[O-])c1,9,-1.0,0,1,10,-18,8,-3,-4
Cc1c(CCOC(=O)c2ccc(N3CCOCC3)c([N+](=O)[O-])c2)sc[n+]1CC#N,3,2.7,7,-7,19,-2,8,14,8

# In another format: entries from further up.
# Order of values – Mdm2-MdmX inh	CHOP UPR activ	XBP1 UPR activ	CXCR6 inh	CCR6 antagonist	EBI2 antag	Jurkat NFkB inh	697 NFkB inh	Gli-Sufu antag
> O=C1/C(=C\c2ccc(Cl)cc2)CCC1CNc1ccc(Cl)cc1 (configuration not stated)
  nt	nt	nt	3	17	47*	nt	nt	4
> CCOC(=O)C1=C(N)n2c(s/c(=C\c3cccs3)c2=O)=C(C(=O)OCC)C1c1cccs1 (configuration not stated)
  62*	1.5	7	0	26	-5	8	-28	7
> CCc1cc(=O)oc2cc(OCC(=O)NC3CC(C)(C)NC(C)(C)C3)ccc12
  32	-0.3	-1	-4	-2	4	3	7	-8
> Cc1ccc(CCNC(=O)C2CCC(=O)N2C(C)C)cc1 (configuration not stated)
  -8	2.3	1	-11	-3	-6	-10	-6	-19
> COc1ccccc1CCNC(=O)c1ccoc1C
  3	-1.0	2	-5	-1	-7	4	22	1
> Cc1cccc(Nc2nc(N3CCCC3)nc(N3CCCC3)n2)c1
  40	0.6	2	-8	-7	42*	11	-6	3

# Assay outcomes deposited in PubChem BioAssay by Sanford-Burnham Center for Chemical Genomics.
